Assay outcomes deposited in PubChem by several laboratories.
Ins promoter up – insulin promoter activators in MIN6 cells, imaging, high-content screening, mouse beta cells. actives 0.3% (n = 190,000). AID 1625, 2009. MIN6 insulin promoter-GFP reporter; hits give high values. z-score at 5 µM;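 active = z-score above 3 at 5 µM with at least 500 cells counted in the well; inconclusive = wells under 500 cells, flagged as cytotoxic or low count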
HIV peptide binding – inhibitors of HIV fusion peptide binding, primary screen, biochemical, uHTS, fluorescence dequenching (AID 1986); inhibition, % at 20 µM; hits with a dose series show IC50 in µM; actives 0.3% (n = 290,000); cell-free peptide binding, fluorescence dequenching, 30 min; higher % means a stronger effect; in the data active = inhibition mostly above about 52%, no sharp cut-off; inactive = mostly below about 76%; also: some results filed as inactive read as strong as hits
Autophagy HCS – autophagy modulators in MEF cells, primary screen, imaging, high-content, MEF GFP-LC3 | actives 0.98% (n = 190,000) | AID 463193, 2010 | calls only at 10 µM (by protocol) | MEF GFP-LC3 puncta imaging; test concentration mostly 10 µM;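 active = percentage of spot-positive cells more than 3 SD above its plate mean, without a fluorescence outlier flag or 80% toxicity; inconclusive = no clear call, values can overlap the other calls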;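 also: spot-positive cell cutoff set from DMSO-treated cells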
WT yeast gro inh – growth inhibition of WT strain, primary screen, mitochondrial fusion inhibitor project, WT and mutant strains, chemical genetic. mitochondrial fusion phenotypic screen. inhibition, % at 10 µM. actives 2.1% (n = 190,000); in the data active = inhibition above about 58%; tested in S. cerevisiae
AID2073 – inhibitors of Mint1-CaV2.2 protein interaction, biochemical, HTRF (AID 2073); HTRF protein-protein interaction, Mint1-CaV2.2; higher % means a stronger effect; inhibition, % at 20 µM; hits with a dose series show IC50 in µM; actives 0.19% (n = 290,000); in the data active = inhibition mostly above about 51%, no sharp cut-off; inconclusive = no clear call, values can overlap the other calls; inactive = mostly below about 53%; also: some results filed as inactive read as strong as hits
MT stabilizer – microtubule stabilizers in HeLa cells, primary screen, imaging, high-content imaging; % tubulin-high responders, % at 10 µM; AID 2205, 2009; HeLa tubulin immunostaining HCS, 24 h; share of cells brighter than vehicle mean+2SD; actives 0.83% (n = 200,000);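 active = plate Z-score above 3 for both tubulin-high and condensed-nucleus cell shares, with cell loss under 80%, at 10 µM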;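 also: anti alpha tubulin signal scored within the nucleus-defined area of each cell; some results filed as inactive read as strong as hits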
Yfh1-off respiration – enhancers of respiration in Yfh1-depleted yeast, dose response, Friedreich's ataxia, plus single-dose screen (AID 1465); S. cerevisiae Yfh1-off respiration, WST-1 reduction, 72 h; higher fold induction means a stronger effect; fold induction at 50 µM; hits with a dose series show EC50 in µM; actives 0.074% (n = 220,000);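 active = fold induction of absorbance versus untreated yeast above a set limit, then at least 30% activation at any dose in follow-up; inconclusive = repeats straddling the limit, or above it without dose testing; inactive = fold induction below the set limit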;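 also: activators that raise dye reduction in frataxin-depleted yeast; strong numbers were not always called active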
bCat nuc transl – modulators of beta-catenin nuclear translocation, primary screen, imaging, HeLa cells, immunofluorescence, high-content | nuclear translocation activity, % at 5 µM | actives 0.3% (n = 190,000);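 active = nuclear translocation activity above 50% at 5 µM, with a well cell count of 50 or more; inconclusive = wells under 50 cells across six images, flagged as toxic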;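 also: per-cell ratio of nuclear to cytoplasmic median beta-catenin stain intensity; plate controls were DMSO negative control for no effect and GSK-3 inhibitor IX positive control for full effect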
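System: HeLa cells, endogenous beta-catenin; compound dosing: 5 µM primary single dose, 0.1% DMSO, 0.02–20 µM confirmation series; incubation: 24 h compound exposure at 37°C, 5% CO2; signal: beta-catenin immunofluorescence imaging with DAPI; evaluation: % activation, nuclear-to-cytoplasmic median beta-catenin signal ratio per cell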
Dynein transport – inhibitors of GR-EGFP nuclear translocation, primary screen, dynein cargo transport inhibitor project, imaging, high-content, 3617.4 mouse cells; actives 0.47% (n = 220,000); z-score, hits read low; AID 1381, 2008; test concentration mostly 20 µM; stimulated with dexamethasone, 1 µM; hits give low values;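 active = plate z-score of nuclear minus cytoplasmic receptor signal below a set negative limit, without overly bright fluorescence or cell loss, cut at about -3.5 in these data, passing the limit was not always enough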;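 also: z-score of nuclear minus cytoplasmic ring GR-EGFP intensity difference per well; some compounds called inactive have numbers as strong as hits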
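Buffer or medium – tet-free medium with charcoal-stripped serum · Signal – automated 10x imaging of fixed Hoechst-stained cells · Also added – dexamethasone agonist, 1.0 µM final, for 30 min · Incubation – induction 48 h, compound 1 h, agonist 30 min · Read-out – GR-EGFP nuclear translocation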
WT yeast gro inh mutant strain – further read-out of WT yeast gro inh, marked with its call; inhibition, %; mitochondrial fusion phenotypic screen, mutant strain inhibition
Dynein transport cytoplasmic EGFP – second read-out of Dynein transport, no call of its own (marks repeat the call); z-score; measured here: cytoplasmic GR-EGFP intensity; hits give high values
Dynein transport nuclear GR-EGFP – further read-out of Dynein transport, marked with its call; z-score; measured here: nuclear GR-EGFP intensity;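 lower value marks the stronger effect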
Dynein transport cell count – second read-out of Dynein transport, no call of its own (marks repeat the call); z-score; measured here: cell count per field
Ins promoter up cell count – second read-out of Ins promoter up, no call of its own (marks repeat the call); cell count; measured here: cytotoxicity, nuclei count;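 total cells summed across four imaged fields per well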
bCat nuc transl cell count 5 µM – further read-out of bCat nuc transl, marked with its call; cell count; measured here: cell count, cytotoxicity flag
MT stabilizer Hoechst-high % – second read-out of MT stabilizer, no call of its own (marks repeat the call); % Hoechst-high responders; measured here: nuclear condensation Hoechst responders;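 share of cells brighter than vehicle mean plus two SD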
MT stabilizer cytotoxicity % – second read-out of MT stabilizer, no call of its own (marks repeat the call); toxicity, %; measured here: cytotoxicity by cell density;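 0% = mean cell density of plate MIN control wells and 100% = no cells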
Autophagy HCS cell loss 18 h – further read-out of Autophagy HCS, marked with its call; toxicity, %; measured here: cell loss, nuclei count;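 cell loss after 18 h compound exposure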
Active calls of the source: *; i = inactive; ? = inconclusive; nt = not tested or not shown; + = active, no number.

SMILES | Ins promoter up | Ins promoter up cell count | HIV peptide binding | Autophagy HCS | Autophagy HCS cell loss 18 h | WT yeast gro inh | WT yeast gro inh mutant strain | AID2073 | MT stabilizer | MT stabilizer Hoechst-high % | MT stabilizer cytotoxicity % | Yfh1-off respiration | bCat nuc transl | bCat nuc transl cell count 5 µM | Dynein transport | Dynein transport cytoplasmic EGFP | Dynein transport nuclear GR-EGFP | Dynein transport cell count
Cc1ccc(C)c(N=Nc2ccc(O)c3ncccc23)c1 | -4.8 | 614 | -1.1% | i | 28 | 0 | -15 | 18% | 6.1 | 2.5 | 20 | i | -0.7 | 756 | -0.47 | -0.28 | -0.2 | 0.4
O=C(O)C1CCCCC1C(=O)Nc1ccc(-c2ccccc2)cc1 (stereo not drawn) | 0.26 | 1432 | 2.1% | i | -28 | -1 | -5 | 7% | 4.8 | 0.9 | 3.9 | i | 0.7 | 1520 | 2.5 | -0.21 | 1.6 | -1.3
COc1ccc(S(=O)(=O)NC(CC(=O)NCc2ccccc2OC)c2ccco2)cc1 (stereo not drawn) | -0.12 | 1748 | -1.2% | i | 2 | 29 | 13 | 2% | 6.0 | 3.0 | 3.9 | i | 0.4 | 1048 | -0.55 | -0.17 | -0.065 | 0.48
Cc1ccc(C2CC(c3ccc(Cl)cc3)=NNC2=O)cc1 (stereo not drawn) | 0.63 | 859 | -1.9% | i | -1 | 13 | 27 | -10% | 1.2 | 1.6 | 11 | i | 2.9 | 1010 | -0.34 | 0.18 | -0.25 | 0.017
CC(=O)O[C@@H]1C[C@H]2C(C)=C[C@H]3OC(=O)[C@@H](C)[C@H]3C[C@H]2[C@]1(C)O | nt | nt | 0.0% | nt | nt | nt | nt | 8% | nt | nt | nt | i | -0.6 | 1151 | -0.029 | -0.77 | 0.0067 | -0.17
O=C(c1ccccc1)c1c2c(cc3sc4ccccc4[n+]13)-c1cccc3cccc-2c13 | ? | nt | 39% | + | 5.5* | 79 | 84 | 6% | 3.7 | 2.8 | 2.1 | i | 24 | 400 | 1.3 | -0.27 | 0.7 | -1.2
O=Nc1c(O)[nH]c2c(F)cccc12 | 0.08 | 1334 | -0.5% | i | 7 | -5 | 14 | -5% | 5.8 | 3.5 | 6.1 | i | nt | nt | -0.054 | -0.19 | -0.012 | -1.1
Cc1ccc(NC(=O)Cn2cccc2C2=NC(c3ccccc3)CO2)cc1C (stereo not drawn) | 1.1 | 1269 | 3.3% | i | 5 | 1 | -19 | 0% | 2.0 | 1.2 | 2.6 | i | -1.6 | 477 | -0.83 | -0.27 | -0.33 | 3.1
Cc1ccc(C(C)C)cc1OCCN1CCCC1 | 0.02 | 1424 | 0.5% | i | -10 | 8 | 22 | 6% | 1.9 | 3.2 | 4.0 | i | -0.1 | 951 | -0.48 | -0.29 | -0.67 | 0.76
Cc1cnc(C(=O)Nc2ccc(N3CCN(C(=O)OC(C)(C)C)CC3)cc2)cn1 | -0.43 | 1036 | -3.6% | i | 38 | 38 | 27 | -7% | 39* | 34* | 44* | nt | 68* | 304* | -0.64 | -0.2 | -0.12 | -0.21
CCN(CC)S(=O)(=O)c1ccc(C)c(NC(=S)Nc2cccc(S(=O)(=O)N3CCCCCC3)c2)c1 | -0.37 | 1080 | -1.6% | i | 15 | -20 | 19 | -5% | 2.8 | 1.2 | 4.4 | i | 0.1 | 1091 | -1.4 | -0.24 | -0.51 | 1.9
COc1ccc(CCNC(=O)C2CCN(Cc3nc(-c4ccccc4C)oc3C)CC2)cc1OC | ? | nt | -2.8% | i | -19 | 12 | 2 | -2% | 2.0 | 1.8 | 9.8 | i | 4.2 | 1425 | -0.13 | -0.22 | 0.32 | 0.35
Cc1nc(-c2cccc(NC(=O)c3cc4cc(Br)ccc4oc3=O)c2)cs1 | 0.21 | 1421 | -2.2% | i | -3 | 16 | -1 | 5% | 2.0 | 2.1 | 4.5 | i | 1.1 | 1209 | -0.15 | -0.21 | -0.2 | 0.79
COc1ccc(NC(=O)Nc2ccc(OC)c(OC)c2)c([N+](=O)[O-])c1 | -0.21 | 1408 | -0.9% | i | -4 | -11 | -6 | 3% | 6.4 | 3.3 | 1.8 | i | 1.2 | 1100 | -0.66 | -0.24 | -0.13 | 0.071
COc1cc(Cl)cc(/C=N/NC(N)=O)c1O | 0.43 | 1390 | -0.5% | i | -6 | 4 | 27 | 20% | 3.6 | 4.2 | 1.6 | i | 0.8 | 1272 | 0.38 | -0.34 | 0.13 | -0.28
N#Cc1c(NC(=S)NC(=O)c2ccccc2)sc2c1CCN(CCc1ccccc1)C2 | nt | nt | 138% | + | 4.1* | -1 | -2 | 15% | 1.9 | 3.5 | 6.2 | i | -0.3 | 560 | -0.34 | 2.8 | 0.0084 | 0.63
COc1ccc(N2C(=S)N(C(=O)c3ccccc3)C(=Nc3ccccc3)C2=Nc2ccccc2)cc1 | nt | nt | nt | i | 2 | nt | nt | nt | 3.5 | 2.2 | 8.0 | i | nt | nt | 0.2 | -0.28 | 0.42 | 0.66
COc1ccc(Cl)cc1N(CC(=O)N/N=C/c1ccc(OCC(N)=O)cc1)S(C)(=O)=O | 0.08 | 1432 | -1.5% | i | 14 | -10 | 11 | 3% | 5.8 | 2.5 | 4.3 | i | -0.1 | 1530 | -0.62 | -0.3 | 0.43 | 0.44
Cc1ccc(NC(=O)C(NS(=O)(=O)c2cccc3nsnc23)C(C)C)nc1 (stereo not drawn) | -0.34 | 1048 | 1.0% | i | 8 | 1 | 3 | 0% | 6.0 | 2.9 | 4.6 | i | nt | nt | 0.34 | -0.2 | 0.4 | -0.47
S=C1CCC(c2ccc(Cl)cc2)=NN1c1ccccc1 | -1.4 | 1087 | -0.3% | nt | nt | nt | nt | -14% | nt | nt | nt | i | -0.5 | 1352 | -0.57 | -0.24 | 0.13 | 0.075
CN(C)S(=O)(=O)c1cccc(NC(=O)COC(=O)CCSc2ccc(Cl)cc2)c1 | -0.92 | 1330 | -1.1% | i | 7 | 3 | 6 | -1% | 5.6 | 2.3 | 1.3 | i | 3.9 | 1138 | 0.015 | -0.27 | -0.14 | 0.037
NS(=O)(=O)c1ccc(-c2ccc(C=O)o2)cc1 | -0.42 | 1301 | 0.8% | i | -6 | 1 | -4 | -1% | 1.6 | 1.8 | 9.2 | i | -2.6 | 1095 | -0.38 | -0.35 | -0.72 | 1.1
O=C(NCC(F)(F)F)Nc1ncccn1 | 0.51 | 1291 | 3.7% | i | -16 | -8 | -10 | ? | 4.1 | 5.2 | 4.4 | i | -0.6 | 1169 | 1.3 | 0.075 | 0.78 | -0.42
O=C(Nc1cccnc1)c1ccc2nc(-c3ccccc3)c(-c3ccccc3)nc2c1 | -0.46 | 1532 | -2.1% | i | 19 | 28 | 27 | 2% | 4.7 | 3.0 | 3.7 | i | -3.2 | 1032 | -0.6 | -0.31 | -0.28 | 1.2
O/N=C(/CN(O)/C=C1/C=CC=N1)c1cccs1 | 0.71 | 1076 | -0.2% | i | 2 | 9 | 15 | 2% | 1.8 | 1.8 | 5.2 | i | 4.0 | 1024 | -0.54 | -0.2 | -0.36 | 0.64
CC(C)c1nnc(NC(=O)CCC(=O)NC2CCCCCCC2)s1 | -0.16 | 1389 | 9.9% | i | 0 | 17 | 15 | -2% | 3.0 | 1.9 | 9.0 | i | -2.0 | 1463 | 0.89 | -0.14 | 0.55 | -0.39
NC[C@H]1O[C@H](O[C@H]2[C@H](O)[C@@H](O[C@H]3O[C@H](CO)[C@@H](O)[C@H](N)[C@H]3O)[C@H](N)C[C@@H]2N)[C@H](N)C[C@@H]1O | nt | nt | -0.5% | i | 22 | 0 | -38 | 5% | 3.9 | 3.5 | 5.2 | i | -1.8 | 643 | 0.46 | -0.32 | 0.42 | 0.57
O=C1OCC2=C1C(c1ccccc1)CC(=O)N2c1ccccc1 (stereo not drawn) | nt | nt | 2.8% | i | 10 | -7 | -3 | -7% | 4.0 | 1.4 | 4.8 | i | -0.7 | 531 | 0.16 | -0.26 | 0.065 | 0.34
O=C(c1ccco1)N1CCN(C(=O)C2Cc3ccccc3CN2S(=O)(=O)c2ccc(F)cc2)CC1 (stereo not drawn) | -0.9 | 1435 | 1.6% | i | -8 | 6 | 15 | -2% | 4.7 | 3.3 | 4.4 | i | -5.1 | 1036 | 0.41 | -0.15 | 0.64 | -0.19
Cc1ccc(S(=O)(=O)Nc2ccccc2CNc2c(C)n(C)n(-c3ccccc3)c2=O)cc1 | -0.24 | 1270 | 0.2% | i | 5 | -44 | -1 | 7% | 3.0 | 3.3 | 12 | i | -7.2 | 1049 | -0.46 | -0.23 | -0.11 | 0.47
